From PubChem BioAssay
LmPK inh: qHTS Assay for Inhibitors of Leishmania Mexicana Pyruvate Kinase (LmPK); Q27686; purified LmPK, Kinase-Glo ATP luminescence, 1 h; 290,000 tested, 0.37% active; Potency, µM (series often up to 57.5 µM), for the others: at the top dose activity change, negative = inhibition, hits mostly inhibitors; further: potency means the concentration at half of the fitted maximal effect; on the % scale 0 is the no-effect control and ±100 the full control effect
Target sequence (Q27686 whole entry, looked up): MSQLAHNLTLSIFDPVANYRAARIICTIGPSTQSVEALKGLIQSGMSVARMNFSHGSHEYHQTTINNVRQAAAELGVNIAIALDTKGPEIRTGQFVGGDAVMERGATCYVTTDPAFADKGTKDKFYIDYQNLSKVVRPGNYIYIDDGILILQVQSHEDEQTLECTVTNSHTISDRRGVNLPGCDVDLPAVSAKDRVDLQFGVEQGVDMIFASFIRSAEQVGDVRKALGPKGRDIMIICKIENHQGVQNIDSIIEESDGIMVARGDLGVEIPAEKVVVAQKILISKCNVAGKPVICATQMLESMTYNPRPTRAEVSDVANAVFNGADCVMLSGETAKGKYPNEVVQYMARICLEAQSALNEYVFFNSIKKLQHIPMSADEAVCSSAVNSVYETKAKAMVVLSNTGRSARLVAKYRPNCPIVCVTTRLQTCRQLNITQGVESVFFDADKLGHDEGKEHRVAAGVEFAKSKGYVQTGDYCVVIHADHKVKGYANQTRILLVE
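Pyruvate kinase activity monitored as ATP production (luciferase luminescence). Conditions: 0.1 nM enzyme, 0.5 mM PEP, 0.1 mM ADP, 1 h, RT; normalized against uninhibited and no-enzyme wells.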
Pf growth 48h: Primary qHTS for delayed death inhibitors of the malarial parasite plastid, 48 hour incubation | P. falciparum luciferase growth in erythrocytes, 48 h | Potency, µM (series often up to 28.7 µM), for inactives: at the highest dose activity change, negative = inhibition, usual class: inhibitors | 310,000 tested, 5.9% active | AID 504832, 2011; further: potency means the concentration at half of the fitted maximal effect; on the % scale 0 is the no-effect control and ±100 the full control effect
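Cell-based growth assay: transgenic P. falciparum expressing firefly luciferase, cultured in red cells within RPMI 1640 containing 0.5% w/v Albumax, 24 mM bicarbonate and gentamycin. A drop in luciferase activity indicates inhibition.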
AmpC no deterg: qHTS Inhibitors of AmpC Beta-Lactamase (assay without detergent). P00811. AmpC nitrocefin hydrolysis, absorbance 480 nm, 0.0001% Triton. Potency, µM (doses to about 57.1 µM), without a hit: at the highest dose activity change, negative = inhibition, most hits filed as inhibitors. 330,000 tested, 0.52% active;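 further: potency means the concentration at half of the fitted maximal effect; plate controls were no compound for no effect and no enzyme for full effect; nearly all actives have a fitted effect of over 20% in size; some results filed as inactive show a strong effect at the top dose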
Target sequence (P00811 whole entry, looked up): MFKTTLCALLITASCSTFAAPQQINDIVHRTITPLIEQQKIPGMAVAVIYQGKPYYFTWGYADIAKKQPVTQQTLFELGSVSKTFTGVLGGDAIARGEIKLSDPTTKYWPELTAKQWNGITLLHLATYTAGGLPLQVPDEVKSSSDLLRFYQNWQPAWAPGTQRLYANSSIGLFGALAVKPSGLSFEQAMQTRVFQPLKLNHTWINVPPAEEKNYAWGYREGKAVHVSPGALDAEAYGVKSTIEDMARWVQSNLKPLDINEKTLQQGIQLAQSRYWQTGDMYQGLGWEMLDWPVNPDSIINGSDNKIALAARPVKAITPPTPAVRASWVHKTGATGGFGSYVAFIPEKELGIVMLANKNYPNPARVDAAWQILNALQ
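AmpC (5.3 nM in the dispensed reagent) in 20 mM phosphate pH 7.0 with 0.01% (detergent screen) or 0.0001% Triton X-100 was preincubated with compounds for 15 min at room temperature. Nitrocefin was then added from an 800 uM solution, and hydrolysis was followed at 480 nm.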
Cycloheximide cs: Cycloheximide Counterscreen for Small Molecule Inhibitors of Shiga Toxin; cell reporter, cycloheximide protein synthesis inhibition counterscreen; max response, %; 300,000 tested, 12% active; AID 2314, 2010; in the data active means max response mostly above about 13%, no sharp cut-off; inactive means mostly below about 14%; further: read at 38.3 µM for the half of the compounds with a filed dose; 0% is about no effect
TbPYK inhibitor: qHTS of Trypanosoma Brucei Inhibitors; pyruvate kinase (Trypanosoma brucei), Q57TT1; TbPYK enzyme, Kinase-Glo Plus ATP luminescence, 45 min; Potency, µM (doses to about 76.8 µM), for the others: top-dose activity, negative = inhibition, hits mostly inhibitors; 410,000 tested, 0.12% active; further: potency means the concentration at half of the fitted maximal effect; on the % scale 0 is the no-effect control and ±100 the full control effect; nearly all actives have a fitted effect of over 50% in size
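Enzyme and substrate buffer are dispensed first and compound is pin-transferred. ADP at 130 uM final then starts the reaction, which runs 45 min at room temperature. Detection reagent is added for 10 min before luminescence is imaged.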
Pf growth 96h: Primary qHTS for delayed death inhibitors of the malarial parasite plastid, 96 hour incubation; P. falciparum luciferase reporter growth, 96 h; Potency, µM (top dose mostly 28.7 µM), inactives show at the highest dose activity change, negative = inhibition, hits mostly inhibitors; 320,000 tested, 6.9% active; further: potency means the concentration at half of the fitted maximal effect; on the % scale 0 is the no-effect control and ±100 the full control effect
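Readout is luminescence from an integrated firefly luciferase in P. falciparum. Red cells, 2% hematocrit and 0.05% parasitemia final, were cultured with compound through two parasite generations (96 hours) at 37 C, 5% CO2.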
Shiga inhibitor: A qHTS for Small Molecule Inhibitors of Shiga Toxin; inhibition, % at 38.7 µM; Vero cells, Shiga toxin protein synthesis inhibition reporter; 290,000 tested, 9.2% active; in the data active means inhibition mostly above about 28%, no sharp cut-off; inactive means mostly below about 43%; further: 0% is about no effect
* = called active by the depositor; ? = inconclusive; nt = not tested or not shown; & = joins results of further samples; [ ] = another dose, or the depositor's remark. Unless noted, the call rests on the fitted dose curve; in most records, active means well fitted curve in the direction sought with a large enough effect; inconclusive means small, poorly fitted or top-dose-only effect, or another doubt; inactive means no such curve, though single readings can be large; an effect the other way counts as inactive or inconclusive.

SMILES	LmPK inh	Pf growth 48h	AmpC no deterg	Cycloheximide cs	TbPYK inhibitor	Pf growth 96h	Shiga inhibitor
COC(=O)c1c(NC(=O)CN2CCC3(O)CCCCC3C2c2ccc(OC)cc2OC)sc(C)c1C (stereo not drawn)	0%	12µM*	9%	7	1%	-18%	-5
CCOC(=O)c1c(NC(=O)CC)sc2c1CCN(Cc1ccccc1)C2	3%	?	57%	-4	0%	14%	-4
Cc1cc(C)cc(C(=O)Nc2ccc3[nH]c(=O)[nH]c3c2)c1	-2%	-2%	-22%	-5	-3%	64%[activator]	3
O=C(c1cc(C2CC2)nn1-c1ccccc1)N1CCN(Cc2c(F)cccc2Cl)CC1	nt	?	-3%	nt	-1%	?	nt
COC(=O)c1cc(NS(=O)(=O)c2ccc3c(c2)CCC(=O)N3)cc(C(=O)OC)c1	5%	-14%	-35%	-3	-4%	?	0
COc1ccc(C2c3sc(=O)[nH]c3SC3C(=O)N(c4ccccc4)C(=O)C32)cc1 (stereo not drawn)	0%	27%	?	-3	-5%	?	18
NS(=O)(=O)c1ccc(N2CCNCC2)cc1	-2%	23%	-11%	5	-1%	22%	-4
O=C(NCc1ccc(Cl)cc1)c1cc(S(=O)(=O)N2CCCCC2)c[nH]1	-1%	?	-49%	-1	-9%&2%	20%	-11
COc1ccc(N2C(=O)C(CN3CCCCC3)C2c2ccccc2)cc1 (stereo not drawn)	3%	4%	7%	-7	1%	?	-12
CCN(CC)C(=O)c1ccc(-c2nnc(Nc3ccc(C(=O)NC)cc3)c3ccccc23)cc1	1%	-61%	63%[activator]	-3	1%	?	3
CC(C)CC(N)c1cn([C@@H](CCC(=O)O)C(=O)N2CCNCC2)nn1 (stereo partly drawn)	1%	53%[activator]	-15%	-1	2%	0%	-12
Cn1cccc1/C=C1\SC(=Nc2ccccc2)NC1=O	-3%	67%[activator]	-45%	44*	-3%	7.4µM*	85*
COc1cccc(C(c2ccccc2)N2C3CCC2CN(S(=O)(=O)c2ccc(F)cc2)CC3)c1 (stereo not drawn)	nt	2.1µM*	-15%	nt	-2%	0%	nt
O=C(c1cc(S(=O)(=O)N2CCCCC2)ccc1N1CCOCC1)N1CCN(Cc2ccccc2)CC1	-1%	?	225%[activator]	-2	5%	-17%	-22
CN1C(=O)c2oc3ccccc3c(=O)c2C1c1ccncc1 (stereo not drawn)	-6%	10%	-26%	-1	-24%	4%	21
CCN1C(=O)c2ccccc2Sc2ccc(C(=O)NCCN3CCOCC3)cc21	4%	-10%	12%	-4	1%	?	-11
COC(=O)c1ccn(Cc2ccccc2Cl)n1	7%	346%[activator]	-17%	44*	2%	?	63*
O=C(CCC(=O)N1CCOCC1)NCc1cccc(C(F)(F)F)c1	nt	?	-11%	nt	0%	-16%	nt
Cc1sc2ncn(CC(=O)N3CCC4(CC3)OCCO4)c(=O)c2c1C	-9%	1%	-19%	2	-11%	-14%	-6
Cc1ccc(NC(=O)COC(=O)CSC(=S)N2CCOCC2)cc1C	7%	5%	9%	-5	0%	17%	-8
COC(=O)c1[nH]c2ccc(C)cc2c1NC(=O)C1=COCCO1	1%	-4%	-32%	-1	-12%	?	-3
C=C(C)CNC(=O)c1ccc(OC2CCN(S(=O)(=O)N(C)C)CC2)cc1	-2%	2%	25%	20*	14%	13µM*	11
O=C(Nc1cccs1)Nc1c(F)cc(F)cc1Br	0%	0%	-15%	-1	-1%	13%	-14
CCOC(=O)Cn1c(=O)cc(C)c2cccc(C)c21	4%	-10%	0%	5	-1%	30%	6

Overlap with the part before: seven compounds; new compounds follow.
SMILES	LmPK inh	Pf growth 48h	AmpC no deterg	Cycloheximide cs	TbPYK inhibitor	Pf growth 96h	Shiga inhibitor
O=C(CCC(=O)N1CCOCC1)NCc1cccc(C(F)(F)F)c1	nt	?	-11%	nt	0%	-16%	nt
Cc1sc2ncn(CC(=O)N3CCC4(CC3)OCCO4)c(=O)c2c1C	-9%	1%	-19%	2	-11%	-14%	-6
Cc1ccc(NC(=O)COC(=O)CSC(=S)N2CCOCC2)cc1C	7%	5%	9%	-5	0%	17%	-8
COC(=O)c1[nH]c2ccc(C)cc2c1NC(=O)C1=COCCO1	1%	-4%	-32%	-1	-12%	?	-3
C=C(C)CNC(=O)c1ccc(OC2CCN(S(=O)(=O)N(C)C)CC2)cc1	-2%	2%	25%	20*	14%	13µM*	11
O=C(Nc1cccs1)Nc1c(F)cc(F)cc1Br	0%	0%	-15%	-1	-1%	13%	-14
CCOC(=O)Cn1c(=O)cc(C)c2cccc(C)c21	4%	-10%	0%	5	-1%	30%	6
Cc1noc(C)c1S(=O)(=O)Nc1ccc(C(=O)O)cc1	-2%	-2%	-1%	-3	1%	-3%	18
Cc1ccc(Nc2cc(C)nn2-c2nc(C)cc(=O)[nH]2)cc1	3%	?	6%	10	-2%	-7%	-16
COc1ccc(C2C(C(=O)N3CCCCC3)c3ccccc3C(=O)N2C)cc1 (stereo not drawn)	-3%	6%	11%	-2	-4%	?	-23
CCOC(=O)CNC(=O)CSc1nc(Cc2cccs2)nc2ccccc12	-5%	-10%	1%	-2	3%	1%	-7
CCc1c(C)nc(N)n2c(SCC(=O)N3CCCC(C)C3)nnc12 (stereo not drawn)	-2%	21%	-5%	-6	5%	-4%	-8
COC(=O)c1[nH]c(C)c(/C(O)=C2\C(=O)C(=O)N(CCN(C)C)C2c2cccs2)c1C (stereo not drawn)	-1%	40%[activator]	-18%	-5	-3%	50%[activator]	-22
O=C(CSc1ccc2ccccc2n1)NCCC1=CCCCC1	0%	?	-15%	-6	1%	?	-4
O=C(CSc1nnc(-c2ccco2)n1-c1ccccc1)N1CCN(C(=O)c2ccco2)CC1	-1%	-19%	27%	0	-22%	nt	5
CCn1ccc(C(=O)Oc2ccc(C(C)C)cc2)n1	-2%	15%	9%	36*	4%	nt	71*
Cn1ccc(NC(=O)c2ccc(Cl)cc2Cl)n1	nt	324%[activator]	-10%	nt	-1%	443%[activator]	nt
COc1cc(/C=N/NC(=O)C(N)=O)cc(OC)c1O	-2%	9%	-10%	1	1%	22%	33
O=c1c2cc(N3CCOCC3)ccc2[nH]c(=S)n1Cc1ccco1	-1%	9%	-29%	11*	?	nt	7
O=C(CCN1C(=O)COc2ccccc21)NCCN1CCN(c2cccc(Cl)c2)CC1	0%	-25%	192%[activator]	-3	7%	?	-7
N#CCCN(Cc1cccnc1)C(=O)c1ccc(S(=O)(=O)N2CCOCC2)cc1	-2%	8%	-10%	-1	-2%	5%	17
Cc1nn(-c2ccccc2)c(Cl)c1/C=N\NC(=O)c1cncc(Br)c1	1%	7%	-17%	-7	-4%	209%[activator]	-9
O=C(NCCc1ccc(Cl)cc1)c1ccc(OCC2CCCO2)cc1 (stereo not drawn)	1%	31%[activator]	3%	33*	0%	-5%	92*
O=C(NCc1cccc(Cl)c1)c1ccc2ccccc2n1	-4%	-9%	-28%	-4	2%	14%	-5
Nc1cc(N)cc(C(=O)Nc2ccc3c(c2)C(=O)NC3=O)c1	-5%	-3%	58%	0	-4%	184%[activator]	-3
COc1cccc(C(=O)Nc2ccc3[nH]ncc3c2)c1OC	-1%	34%[activator]	-18%	32*	-12%	323%[activator]	71*
Nc1ccc(Cl)c(-c2nc3ncccc3o2)c1	3%	35%[activator]	0%	43*	0%	-13%	59*
CC(=O)c1ccc(NS(=O)(=O)c2cc(-c3cnc(C4CC4)o3)ccc2C)cc1	-8%	?	-35%	-7	5%&4%	?	-10
Cc1ccc(S(=O)(=O)n2cnc(C)c2)cc1	0%	4%	-3%	-2	-2%	?	-4
COc1cccc(CC(=O)OCC(=O)NC2(C#N)CCCC2)c1	nt	-22%	-14%	nt	-3%	-15%	nt
O=C(CNC(=O)c1ccc(Cl)cc1)OCC(=O)c1ccccc1	2%	1%	-6%	-4	-13%	-2%	-13
CC(CC(=O)N1CCN(S(=O)(=O)c2ccc(Cl)cc2)CC1)n1cncn1 (stereo not drawn)	0%	-5%	151%[activator]	-2	0%	30%[activator]	-10
CCCc1cc(C(=O)N2CCN(C(c3ccccc3)c3ccccc3)CC2)no1	6%	12µM*	-55%	5	-5%	?	7
CC1(C)OCC(COC(=O)Nc2cccnc2)([N+](=O)[O-])CO1	0%	-6%	-15%	-2	3%	0%	-6
CC(C)C(=O)Nc1ccc(Oc2ccc3c(c2)C(=O)NC3=O)cc1	-2%	31%[activator]	-18%	1	-15%	-16%	12
Cc1cn(Cc2ccccc2)c(=O)[nH]c1=O	4%	13%	-16%	7	-4%	nt	-19
Cc1cc(-c2csc(NC(=O)c3ccc(=O)n(C)n3)n2)c(C)n1CC1CCCO1 (stereo not drawn)	-7%	?	45%	-2	?	7.4µM*	-7
COC(=O)Cc1ccc(NC(=S)NCc2ccc(F)cc2)cc1	-4%	-3%	-19%	-2	3%	?	-1
O=c1[nH]c(Cc2cccs2)nc2scc(-c3ccc(Cl)cc3)c12	8%	?	-57%	9	-1%	11%	15
O=C(N/N=C/c1ccncc1)c1ccc(NC(=O)c2ccc(Cl)cc2)cc1	5%	?	-20%	-2	-4%	-8%	18
O=C(c1cccc(NS(=O)(=O)c2cccc(F)c2)c1)N1CCCC1	-8%	20%	-13%	1	-2%	?	1
Cc1ccc(NC(=S)Nc2cc(C(=O)O)ccc2N2CC3CC(C2)c2cccc(=O)n2C3)cc1C (stereo not drawn)	-1%	30%[activator]	-44%	15	-2%	20%	17
COc1cccc(C(=O)Nc2nnc(CCS(=O)(=O)c3ccc(C)cc3)s2)c1	-10%	21%	-8%	-2	0%	37%[activator]	-34
CNc1ncc(C(=O)c2ccc(Br)cc2)s1	-3%	339%[activator]	-18%	44*	0%	389%[activator]	81*
Cc1cc(NC(=O)NC(C(F)(F)F)C(F)(F)F)no1	0%	-22%	-9%	-3	-7%	2%	8
Cc1ccc(NC(=O)CSc2n[nH]c(-c3ccco3)n2)c(C)c1	0%	3%	-48%	1	-12%	22%	-2
Cc1ccccc1NC(=O)COC(=O)C1(C)CC1(Cl)Cl (stereo not drawn)	1%	41%[activator]	-6%	7	4%	21%	43
CCOc1ccc(NC(=O)Nc2ccc(NC(C)=O)cc2)cc1	-1%	18%	-8%	3	-3%	38%[activator]	22
COc1cccc(-c2c(NC(=O)c3ccco3)oc3ccccc3c2=O)c1	-7%	12%	-42%	2	-5%	40%[activator]	21
Cc1ccccc1NC(=S)NC(NC(=O)c1ccccc1C)C(Cl)(Cl)Cl (stereo not drawn)	-1%	?	-22%	-3	-17%	2.6µM*	-5

Rows are unselected, and some 22% of all compounds hit somewhere here.
